Screening results deposited in PubChem BioAssay by several laboratories.
PriA SSB inh – inhibitors of Klebsiella pneumoniae PriA binding to SSB C-terminal tail. inhibition, % at 33 µM. 0.6% of 430,000 active. AlphaScreen SSBct-PriA binding, biotinylated peptide; in the data active means inhibition mostly above about 37%, no sharp cut-off; inactive means mostly below about 20%;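 further: plate controls were negative control peptide for no effect and reference peptide for full effect; strong numbers were not always called active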
Yp Topo-I inh – blocks Yersinia pestis topoisomerase I activity | Y. pestis Topo-I cleavage product accumulation, plate reader | activity, % at 10 µM | 0.064% of 360,000 active | AID 504884; in the data active means activity above about 50%, passing the limit was not always enough; inconclusive means no clear call, values can overlap the other calls; further: inactives centre near 2
Anthrax LF inh2 – inhibitors of Bacillus anthracis lethal factor protease; P15917; multiplex microsphere protease cleavage assay, LF; inhibition, % at 10 µM; 0.12% of 360,000 active; in the data active means inhibition above about 30%; inconclusive means no clear call, values can overlap the other calls; further: plate controls were buffer without enzyme for full effect and enzyme alone for no effect
Target sequence (P15917 whole entry, looked up): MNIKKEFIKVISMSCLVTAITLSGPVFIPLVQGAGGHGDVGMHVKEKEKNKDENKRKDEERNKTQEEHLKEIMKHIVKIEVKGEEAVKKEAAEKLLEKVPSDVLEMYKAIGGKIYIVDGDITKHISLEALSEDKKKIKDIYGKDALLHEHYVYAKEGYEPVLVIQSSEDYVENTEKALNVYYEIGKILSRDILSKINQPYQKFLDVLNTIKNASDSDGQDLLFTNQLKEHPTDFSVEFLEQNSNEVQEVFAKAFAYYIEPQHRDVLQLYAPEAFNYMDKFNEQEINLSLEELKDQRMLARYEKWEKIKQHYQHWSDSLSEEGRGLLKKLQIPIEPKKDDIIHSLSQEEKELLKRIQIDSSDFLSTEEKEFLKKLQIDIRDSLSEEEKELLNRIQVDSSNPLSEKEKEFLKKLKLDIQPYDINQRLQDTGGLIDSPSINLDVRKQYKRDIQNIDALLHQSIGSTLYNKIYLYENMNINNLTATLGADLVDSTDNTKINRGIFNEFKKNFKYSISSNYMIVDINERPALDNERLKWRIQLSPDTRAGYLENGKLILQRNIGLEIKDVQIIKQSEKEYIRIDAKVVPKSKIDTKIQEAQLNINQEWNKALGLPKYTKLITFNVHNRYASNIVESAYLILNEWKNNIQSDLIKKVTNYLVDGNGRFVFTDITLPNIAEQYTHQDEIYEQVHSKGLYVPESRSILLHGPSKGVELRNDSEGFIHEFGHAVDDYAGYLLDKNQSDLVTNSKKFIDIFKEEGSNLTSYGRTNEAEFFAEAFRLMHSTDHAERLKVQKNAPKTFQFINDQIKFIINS
MazF activator – increases E. coli MazEF RNase cleavage of RNA; P0AE70; activation, % at 20 µM; 0.32% of 350,000 active; FAM/BHQ RNA-DNA oligo cleavage fluorescence, 5 h; in the data active means activation above about 50%
PfHsp40 yeast – rescue of PfHsp40-mediated yeast toxicity. S. cerevisiae expressing PfHsp40, growth rescue, ATP luminescence. growth rescue, % at 12.5 µM. 0.68% of 340,000 active. AID 504582; in the data active means growth rescue above about 28%, passing the limit was not always enough; inconclusive means no clear call, values can overlap the other calls;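 further: yeast W303a lacking pdr1 and pdr3 grown in galactose medium; growth measured after three days at 30 °C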
TcdB GH inh – blocks C. difficile toxin B glycohydrolase activity. inhibition, % at 9.99 µM. 0.24% of 350,000 active. TcdB glycohydrolase enzymatic assay, plate reader. P18177. AID 652162; in the data active means inhibition above about 10%
VHR inh abs – inhibitors of human VHR1 phosphatase (DUSP3) | P51452 | recombinant VHR phosphatase, pNPP absorbance | inhibition, % at 13.3 µM | 0.52% of 290,000 active | AID 1654; in the data active means inhibition above about 50%; further: some compounds called inactive have numbers as strong as hits
Target sequence (P51452 whole entry, looked up): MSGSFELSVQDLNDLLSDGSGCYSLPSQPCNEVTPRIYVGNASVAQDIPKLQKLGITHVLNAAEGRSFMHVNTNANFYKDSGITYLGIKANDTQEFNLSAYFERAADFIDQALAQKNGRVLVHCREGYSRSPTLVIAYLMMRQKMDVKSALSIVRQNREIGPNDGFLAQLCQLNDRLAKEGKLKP
Rv3671c inh – inhibitors of M. tuberculosis serine protease Rv3671c; inhibition, % at 5.96 µM; 0.048% of 320,000 active; in the data active means inhibition above about 38%;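 further: extracellular domain of Rv3671c used as enzyme; 0% = enzyme with DMSO and 100% = no enzyme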
BH1578 lux ind – induces V. cholerae light production without autoinducers; V. cholerae BH1578 lux reporter, luminescence, 6 h; activation, % at 18.7 µM; 0.16% of 350,000 active; AID 588436; in the data active means activation mostly above about 9.7%, no sharp cut-off; inconclusive means no clear call, values can overlap the other calls; inactive means mostly below about 3.7%; further: not every result past the cut was called active; inactives centre near 0; reference of the scale not given here
SARS 3CLpro inh – SARS-CoV 3CLpro protease inhibition. inhibition, % at 6 µM. P0C6X7. recombinant SARS-CoV 3CLpro, quenched FRET peptide cleavage. 0.14% of 290,000 active; in the data active means inhibition above about 12%
Active calls of the source: *; i = inactive; ? = inconclusive; . = no result given; & = joins results of further samples. An excerpt (hit frequency here may not be typical).

SMILES	PriA SSB inh	Yp Topo-I inh	Anthrax LF inh2	MazF activator	PfHsp40 yeast	TcdB GH inh	VHR inh abs	Rv3671c inh	BH1578 lux ind	SARS 3CLpro inh
CNC(=S)NNC(=O)Cc1ccccc1	-6	9	?	7	-1.0	.	-13	2	-0.3	0
CN1CCNC(=O)C1CC(=O)N1CC=C(c2ccc(F)cc2)CC1 (stereo not given)	-7	1	2	7	-1.1	0.4	-1	5	-0.4	4
CCOc1ccc(C(=O)c2ccccc2C(=O)O)cc1OCC	-9	8	2	12	0.1	1.4	7	2	0.7	1
CCOC(=O)c1ccc(NC(=O)CN2CCN(CCN=CC3=C(O)CC(C)(C)CC3=O)CC2)cc1	2	-9	-2	2	-0.5	-0.5	12	.	-0.4	4
COc1cc2c(c(OC)c1OC)-c1ccc(OC)c(=O)cc1[C@@H](N(C)CC#CCO)CC2	0	-3	-5	5	1.5	-12	.	1	-5.6	-8
CCCC(=O)N1CCC1(C)C(=O)Nc1cc(C)ccc1C (stereo not given)	.	3	-2	.	.	0.4	.	.	-0.7	.
O=C(CSc1c[nH]c2ccccc12)NCc1ccc2c(c1)OCO2	1&8	-2	-9	0	-2.1	5.3	-6	-5	-3.1	5
C=CCOn1c(=O)c(-c2ccc(F)cc2)[n+]([O-])c2ccccc21	-5	8	-4	8	0.2	0.5	-22	.	-2.6	-1
Cc1cc(C)cc(NC(=O)N2CCCN(c3ncccc3[N+](=O)[O-])CC2)c1	-7	7	-5	-1	0.8	1.2	36	3	i	0
CCN(CC)CCNC(=O)CCN1N=C(c2ccccc2)CCC1=O	-5	-4	-4	-9	-0.9	-1.4	64	-6	i	-2
O=C(Nc1ccccc1)c1ccccc1Oc1ccc(C(F)(F)F)cc1[N+](=O)[O-]	32	-5	0	1	-0.2	1.4	7	-2	-0.3	0
CN(C(=O)COC(=O)c1ccc(Cl)nc1)C1CCS(=O)(=O)C1 (stereo not given)	-3	-4	-3	-26	-1.2	0.3	47	4	-0.2	-2
Cc1nc2sc(C)c(C)c2c(=O)[nH]1	-22	8	-8	-5	-0.1	.	-6	4	i	-4
O=C(Nc1ccc2nc3n(c(=O)c2c1)CCCCC3)c1ccccc1[N+](=O)[O-]	5	5	5	4	-1.0	-2.9	23	-2	-0.2	6
O=C(O)c1ccc(C2Nc3ccccc3C(=O)N2Cc2ccccc2)cc1 (stereo not given)	-13	7	-1	6	-1.5	-0.1	6	3	-0.5	4
COc1nccnc1NS(=O)(=O)c1ccc(NC(=S)NC(=O)c2ccc(F)c(F)c2)cc1	-2	0	-1	-1	0.5	0.8	26	2	-0.1	2
COc1ccc(/C(C)=N\NS(=O)(=O)c2ccccc2)cc1OC	.	-1	0	9	-1.1	0.8	-12	-12	-0.2	5
Cc1cc2c(cc1S(=O)(=O)N(C)c1ccccc1)n(C)c(=O)n2C	-1	19	-6	2	-2.6	1.5	2	0	i	-2
CCCCn1c(O)c(C=NCCN2CCCCC2)c(=O)[nH]c1=O	-11	11	1	10	-1.4	.	19	0	i	1
O=C(CCCC(=O)N/N=C\c1ccccn1)N/N=C\c1ccccn1	.	3	0	-3	0.5	-0.6	1	12	0.3	1

Exported field by field: entries from further up
> Cc1nc2sc(C)c(C)c2c(=O)[nH]1
  PriA SSB inh = -22	Yp Topo-I inh = 8	Anthrax LF inh2 = -8	MazF activator = -5	PfHsp40 yeast = -0.1	TcdB GH inh = .	VHR inh abs = -6	Rv3671c inh = 4	BH1578 lux ind = i	SARS 3CLpro inh = -4

> O=C(Nc1ccc2nc3n(c(=O)c2c1)CCCCC3)c1ccccc1[N+](=O)[O-]
  PriA SSB inh = 5	Yp Topo-I inh = 5	Anthrax LF inh2 = 5	MazF activator = 4	PfHsp40 yeast = -1.0	TcdB GH inh = -2.9	VHR inh abs = 23	Rv3671c inh = -2	BH1578 lux ind = -0.2	SARS 3CLpro inh = 6

(continued)
SMILES	PriA SSB inh	Yp Topo-I inh	Anthrax LF inh2	MazF activator	PfHsp40 yeast	TcdB GH inh	VHR inh abs	Rv3671c inh	BH1578 lux ind	SARS 3CLpro inh
Cc1cc(C)n(CCNC(=O)C2CCC(=O)N(CC3CCCCC3)C2)n1 (stereo not given)	2	-1	2	4	-0.8	2.2	-15	4	i	-2
COc1ccc(Cl)cc1C(=O)NC(=S)Nc1nc(C)cc(C)n1	-4	7	-5	-2	-0.7	0.3	.	1	0.2	.
O=S(=O)(c1ccc(Cl)cc1)c1ccc(Cl)cc1	-3	12	-10	8	-2.1	2.0	.	-5	-0.4	.
CN(C)c1ccc(Nc2ccc([N+](=O)[O-])cn2)cc1	10	-4	-20	-6	-1.4	-14	49	15	-0.8	3
COc1ccccc1C(=O)OCC(=O)NC(=O)NCc1ccccc1	-9	-1	0	7	2.5	-0.8	22	5	-0.3	4
COc1ccc(CCNC(=O)CSc2cn(Cc3cccc(C)c3)c3ccccc23)cc1OC	-15	44	-3	14	-1.0	-1.0	-7	-10	-0.6	2
COc1ccc(-c2cn3cc([N+](=O)[O-])ccc3n2)cc1OC	3	3	-2	0	0.7	3.2	26	-12	-0.3	-1
CCCN1CCN(S(=O)(=O)c2ccc3c(c2)CCC(=O)N3)CC1	-5	-1	0	5	-1.7	0.6	.	-11	-0.6	.
CCSc1ccccc1C(=O)N1CCN(Cc2ccc3c(c2)OCO3)CC1	-8	31	-9	3	-0.2	.	12	0	-0.1	0
CCC/C=C(\CCC)C(NC(=O)c1ccc(C(=O)OC)cc1)c1ccc(C(=O)OC)cc1 (stereo not given)	-5	.	.	-1	.	0.0	.	8	.	.
O=C(NC1CCCCCC1)c1ccc2nc3cc(Cl)ccc3c(=O)n2c1	-1	-5	-1	-7	-1.0	1.8	-6	-2	-1.4	-1
CNC(=O)c1cc(S(=O)(=O)Nc2ccc3c(c2)OCO3)ccc1C	7	4	-3	6	-0.5	1.7	27	4	i	-4
O=c1cc(-c2ccccc2)[nH]c2ccccc12	-9	6	0	12	-2.5	.	19	2	-0.3	2
CN(C)/C=C/C(=O)c1cc(F)cc(C(F)(F)F)c1	6	1	0	9	-1.8	1.5	1	2	-0.3	-1
COc1cccc(C(=O)NC(=S)Nc2ccccc2N2CCOCC2)c1	34	27	-2	2	3.4	.	20	-6	-0.9	0
Cc1cc(NC(=O)c2ccco2)ccc1NC(=O)c1ccco1	-4	-4	0	6	-1.8	1.2	16	.	-0.6	0
Cc1nn(CC(=O)NC2CC2)c(C)c1S(=O)(=O)NC(C)(C)C	-5	-3	-3	-3	-0.3	0.5	.	0	-5.0	.
Cc1ccc(S(=O)(=O)/N=C2\SC(CC(=O)Nc3ccc(F)cc3)C(=O)N2c2ccccc2)cc1 (stereo not given)	.	-3	-3	-26	1.2	.	9	0	-0.8	0
Cc1ccc(C(=O)OCC(=O)N2CCC(c3ccccc3)=N2)cc1	-7	42	-4	9	-1.0	0.3	.	4	i	.
COc1ccc2c(c1)C(NC(=O)C(F)(F)F)CC2=O (stereo not given)	-1	2	4	5	0.7	.	7	5	-0.6	4
CC(C)C(=O)Nc1nnc(COc2ccc(Cl)cc2)s1	-20	5	-6	2	-0.1	6.3	27	1	-0.4	-2
CC(Oc1ccc2ccccc2c1)C(=O)N/N=C/c1cccnc1 (stereo not given)	.	14	-2	15	0.4	1.2	24	13	-0.3	-1
CN(c1ccccc1)S(=O)(=O)c1ccc(Cl)c(C(=O)Nc2ccc(-c3nc4ccccc4[nH]3)cc2)c1	1	-14	0	7	1.4	.	2	-220	-0.2	-1
O=C(NCC1CCCO1)C1CCC(CNS(=O)(=O)c2ccccc2)CC1 (stereo not given)	-8	1	-2	-8	-0.1	.	6	-7	.	-3
COc1ccc(-c2nc(=S)c3c(n2CCN2CCOCC2)CC(C)(C)OC3)cc1	-10	-1	-2	3	-0.2	.	9	-14	3.0	3
O=C(N/N=C/c1cn(-c2cccs2)nc1-c1ccccc1)c1ccccc1O	.	-13	1	5	1.7	.	10	-50	-0.3	-6
CCC1=Nc2ccccc2NC2=C1C(=O)CCC2	-1	-10	-3	-4	-1.1	.	-8	-3	i	-6
O=[N+]([O-])c1ccccc1N/N=C1\CCc2ccccc21	.	-16	-4	-1	1.4	0.0	-3	6	i	2
Nc1cc[n+](CC(=O)Nc2ccccc2)cc1	-16	1	1	-10	0.9	0.8	8	2	-1.8	2
Cc1csc(NC(=O)CCC(=O)N(CC(=O)NC2CCCC2)Cc2ccccc2)n1	-5	4	0	-2	1.3	0.8	23	-4	-0.2	-3
COC(=O)C1=C(c2c(C)noc2C)C[C@@H]2CC[C@H]1N2C(=O)NCc1ccco1	-5	4	-4	7	-0.7	0.2	.	4	i	.
C=CCn1c(CNC(=O)c2ccco2)nnc1SCC(=O)Nc1cccc(F)c1	-6	-1	-7	9	0.1	0.4	35	4	-0.3	0
Cc1ccc(C)c(OCC(=O)Nc2c[nH]c(=O)[nH]c2=O)c1	2	1	0	4	0.8	1.2	-4	-4	-0.2	2
Cc1cc(N)n2ncc(-c3ccc(Cl)cc3)c2n1	-21	-13	-2	-7	15	.	7	7	-3.1	-4
COc1ccc2c(C)cc(SCc3c(C)noc3C)nc2c1	-35	0	-2	-11	2.3	1.5	7	-4	1.5	-1
COc1ccc(NC(=O)c2cc(C3CCCCN3S(=O)(=O)c3ccc(C#N)cc3)on2)c(C)c1 (stereo not given)	.	-6	0	.	.	-0.1	.	.	0.1	.
O=C(O)CCC(=O)NCc1c(Cl)cccc1Sc1ccc(Cl)cc1	-3	14	-2	0	.	0.3	27	-5	i	2
Cc1ccccc1N(C(=O)c1ccco1)C(C(=O)NC1CCCC1)c1cccnc1 (stereo not given)	-3	-4	10	5	0.5	0.4	30	-10	0.9	3
Cc1ccccc1NC(=O)c1ccc(Cl)c(NC(=O)c2cccnc2)c1	.	.	.	.	.	2.5	11	3	.	3
CCOc1cc(/C=N/NC(=O)C(N)=O)cc(Br)c1O	.	-1	-1	3	0.3	-7.3	-3	0	-0.3	1
CC1(C)CC(=O)C(C(O)c2cccc([N+](=O)[O-])c2)C(C)(C)N1 (stereo not given)	-1	-17	0	1	-0.9	-0.4	51*	-2	-0.4	-1
O=C(CN(C(=O)CCC(=O)Nc1ccccn1)c1ccc(F)cc1)NCCc1ccccc1	-3	12	-7	5	0.8	-0.1	-7	-3	-0.2	0
Cc1ccc(S(=O)(=O)N(C)C)cc1NC(=O)CN1C(=O)NC2(CCCc3ccccc32)C1=O (stereo not given)	-7	10	1	11	-1.1	.	-10	-6	-0.1	-4
COc1cccc(NC(=O)CSc2nnc(CNC(=O)c3ccccc3)n2C)c1	2	9	-3	4	-1.2	.	0	-4	i	2
CCCNC(=O)C(=O)Nc1ccc2c(c1)N(S(=O)(=O)c1cccs1)CCC2	2	8	-4	4	-1.2	-0.1	.	-7	-0.8	.
COCCn1c(C)cc(C(=O)CSc2ncn[nH]2)c1C	3	0	-3	10	-0.3	.	-16	-3	-0.4	1
Cc1ccc(C)c(NC(=S)N(CCN(C)C)C(C)c2ccccn2)c1 (stereo not given)	-5	-1	1	3	-0.7	2.1	45	9	-0.1	2
CCOc1ccc(NC(=O)COc2ccccc2C(=O)NCc2ccccc2)cc1	-10	0	-4	-1	-0.9	-2.8	.	-5	-0.3	.
CCC(Sc1nc2ccccc2o1)C(=O)O (stereo not given)	-17	-1	0	-3	-0.2	2.9	16	2	0.4	0
O=C(OCCN1CCCC1=O)c1cc(F)c(F)c(F)c1F	-19	9	-12	7	-0.3	-1.9	19	-3	-3.1	-3
COc1ccc(-c2csc(-c3cc4ccccc4oc3=N)n2)cc1	-12	5	16	5	0.0	.	-5	-17	i	4
O=C(CCN1C(=O)/C(=C/c2cccs2)SC1=S)Nc1cccc(C(=O)O)c1	4	7	-9	-8	-0.6	0.9	12	-13	-0.6	7
O=C(COCc1cc(-c2ccc3c(c2)OCO3)on1)N1CCN(c2ccccc2)CC1	-2	28	2	3	-0.2	-1.2	25	0	i	3
